From PubChem
GAA inhib = blocks human lysosomal alpha-glucosidase; P10253; purified human GAA, 4-MU-alpha-glucoside fluorescence; Potency, µM (top dose mostly 76.9 µM), inactives show at the highest dose activity change, negative = inhibition, hits mostly inhibitors; hit rate 0.005% among 200,000; AID 1466;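 further: plate controls were uninhibited enzyme wells for no effect and no-enzyme background for full effect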
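Human enzyme at 4 nM with 400 uM 4-methylumbelliferyl-alpha-D-pyranoside, citrate/phosphate buffer pH 5.0, 0.005% Tween-20, 20 min at room temperature. Compounds up to 77 uM. 4-MU fluorescence (Ex 365/Em 440) read after NaOH/glycine stop; AC50 from Hill fit.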
GAA glycogen mod = GAA glycogen-cleavage inhibition or activation; P10253; recombinant GAA, glycogen substrate, Amplex Red glucose oxidase fluorescence; Potency, µM (doses to about 76.4 µM), without a hit: top-dose activity change, negative = inhibition, hits mostly inhibitors; hit rate 0.38% among 300,000; AID 2100;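 further: 0% = full enzyme reaction and -100% = no-enzyme basal signal; the screen sought inhibitors and activators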
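qHTS, 1536-well; enzyme 4 nM final; cpd up to 77 uM; substrate bovine liver glycogen 30 ug; 50 mM citrate/phosphate pH 5.0, 0.01% Tween-20; 37 C, 40 min; Amplex Red detection 45 min RT; Hill fit → AC50.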
GLA spleen mod = inhibitors or activators of human alpha-galactosidase in spleen homogenate | P06280 | human spleen homogenate, 4MU-alpha-Gal fluorescence, 40 min | Potency, µM (doses to about 80 µM), for inactives: at the top dose activity change, negative = inhibition, actives largely listed as inhibitors | hit rate 0.008% among 240,000 | AID 2107;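 further: 0% = enzyme with vehicle and -100% = no enzyme basal signal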
Target sequence (P06280 32-429 limits assumed): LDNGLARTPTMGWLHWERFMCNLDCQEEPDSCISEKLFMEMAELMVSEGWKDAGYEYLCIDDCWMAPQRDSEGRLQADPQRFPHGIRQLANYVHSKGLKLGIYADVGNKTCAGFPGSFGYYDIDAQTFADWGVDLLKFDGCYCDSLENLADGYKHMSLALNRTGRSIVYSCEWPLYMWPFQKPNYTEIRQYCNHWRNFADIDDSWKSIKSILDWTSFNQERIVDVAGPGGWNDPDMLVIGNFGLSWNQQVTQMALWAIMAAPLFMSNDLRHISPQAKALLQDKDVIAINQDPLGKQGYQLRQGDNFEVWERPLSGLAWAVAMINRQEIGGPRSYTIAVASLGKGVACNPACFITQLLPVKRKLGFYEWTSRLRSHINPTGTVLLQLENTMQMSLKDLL
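Human spleen homogenate (1 ug) was the enzyme source, with 4-methylumbelliferyl-alpha-D-galactopyranoside (1 mM final) in pH 5.0 citrate buffer with 0.01% Tween-20. Compounds were titrated; after 40 min at 37C, NaOH/glycine stop, 4-MU fluorescence read; AC50 from Hill fits.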
Tau fluor cs = counter-screen for tau fibril formation inhibitors. tau K18 P301L Alexa594 fluorescence, heparin fibrillization. Potency, µM (series often up to 57.7 µM), for inactives: at the top dose activity change, negative = decrease. hit rate 0.93% among 280,000; further: on the % scale 0 is the no-effect control and ±100 the full control effect; nearly all actives have a fitted effect of over 55% in size
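Human tau K18 P301L (15 uM unlabeled, 0.24 uM Alexa 594-labeled) in 100 mM sodium acetate pH 7 with 20 uM heparin, 6 hr at 37 C. ThT 30 uM added, 1 hr ambient; Alexa 594 FP and total fluorescence read at 555/632 nm.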
Tau fibril ThT = blocks human tau fibril formation measured by thioflavin T. P10636. recombinant tau K18 P301L (four-repeat tau fragment), heparin-induced fibrillization, ThT fluorescence. Potency, µM (highest dose often 57.4 µM), inactives show top-dose activity, negative = inhibition, most hits filed as inhibitors. hit rate 2.1% among 270,000; further: on the % scale 0 is the no-effect control and ±100 the full control effect; nearly all actives have a fitted effect of over 55% in size
Target sequence (P10636 561-689 P618L limits assumed): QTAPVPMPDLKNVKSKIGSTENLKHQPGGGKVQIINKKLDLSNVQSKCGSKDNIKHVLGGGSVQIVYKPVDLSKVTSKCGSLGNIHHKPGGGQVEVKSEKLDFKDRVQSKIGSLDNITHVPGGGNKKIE
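Heparin-induced fibrillization of the P301L-mutant K18 repeat-domain fragment of human tau was followed by ThT binding in quantitative high-throughput format.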
Tau fibril FP = blocks human tau fibril formation measured by polarization | hit rate 0.39% among 280,000 | K18 P301L tau heparin fibrillization, Alexa594 FP, 6 h | P10636 | Potency, µM (top dose mostly 57.7 µM), for inactives: at the top dose activity, negative = inhibition, actives largely listed as inhibitors; further: on the % scale 0 is the no-effect control and ±100 the full control effect; nearly all actives have a fitted effect of over 55% in size
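Human K18 P301L fragment (15 uM unlabeled plus 0.24 uM Alexa 594-labeled) in 100 mM sodium acetate pH 7 with compound, aggregation induced by 20 uM heparin for 6 hr at 37 C. ThT (30 uM) added for 1 hr, then Alexa 594 FP read.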
HTT cytoprotect = protects HTT-Q103 PC12 cells, measured by ATP; PC12 HTT-Q103 induced, cytoprotection, ATP luminescence, 40 h; AID 1471; Potency, µM (highest dose often 56.4 µM), without a hit: cytoprotection (ATP increase), usual class: activators; hit rate 0.14% among 230,000;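 further: % of control where 0% means no effect; nearly all actives have a fitted effect of over 45% in size; toxic huntingtin expression switched on by the ecdysone agonist tebufenozide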
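PC12 cells with ecdysone-inducible HTT exon 1 Q103-GFP, induced with 100 nM tebufenozide and co-treated with library compounds in a dose series (1536-well, 1500 cells/well). Cytoprotection read as ATP content by ATPlite luminescence.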
aGlu spleen mod = lysosomal alpha-glucosidase (human) modulation; P10253; human spleen homogenate, 4-MU-alpha-glucoside fluorescence; Potency, µM (titrated, usually from 79.9 µM), for inactives: at the highest dose activity change, negative = inhibition, actives largely listed as inhibitors; hit rate 0.006% among 240,000; AID 2112;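 further: 0% = enzyme with vehicle and -100% = no enzyme basal signal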
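AC50 values come from Hill-equation fits of concentration-response data, normalized to no-enzyme and full-activity controls. Enzyme source: 1 ug human spleen homogenate; 1 mM fluorogenic 4-MU glucoside, pH 5.0 citrate buffer, 37 C, 40 min.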
An asterisk follows results filed as active; ? = inconclusive; nt = no result given; [ ] = remark or other dose. The call rests on the fitted dose curve; in most records, active means well fitted curve in the direction sought with a large enough effect; inconclusive means small, poorly fitted or top-dose-only effect, or another doubt; inactive means no such curve, though single readings can be large; an effect the other way counts as inactive or inconclusive. Potency means the concentration at half of the fitted maximal effect.

smiles,GAA inhib,Tau fibril FP,aGlu spleen mod,HTT cytoprotect,Tau fluor cs,GAA glycogen mod,GLA spleen mod,Tau fibril ThT
O=C(/C=C/c1ccco1)NCc1ccc(F)cc1,3%,-8%,-2%,-36%,-11%,2%,-2%,-10%
COc1ccc(NC(=O)COC(=O)Cc2ccc(Br)cc2)cc1,-4%,-3%,6%,-35%,-17%,9%,0%,-9%
O=C(COC(=O)CNC(=O)c1cccc([N+](=O)[O-])c1)NCc1ccco1,-2%,10%,5%,14%,4%,-1%,-4%,0%
O=C(O)c1cccc(NC(=S)NC(=O)C(c2ccccc2)c2ccccc2)c1,0%,-11%,0%,-12%,-24%,-6%,1%,-2%
N#Cc1c(NC(=O)CN2CCN(S(=O)(=O)c3ccc4c(c3)OCCO4)CC2)sc2c1CCC2,-2%,4%,-4%,-11%,-10%,1%,5%,-1%
CCN(CC)c1ccc(NC(=O)COC(=O)c2cccs2)cc1,-12%,7%,-7%,-45%[inhibitor],-22%,1%,1%,-15%
CCc1ccccc1NC(=O)c1cccc(Oc2ccc([N+](=O)[O-])cc2Cl)c1,-5%,-4%,-1%,-6%[10 µM],-29%,11%,3%,-9%
C=CCSC1=C(C#N)C(c2ccccc2)CC(=O)N1 (stereo unspecified),-3%,-2%,1%,8%[10 µM],1%,-2%,11%,-6%
Nc1ccc(N2CCN(c3ccccc3)CC2)c(F)c1,4%,10%,-5%,-38%[inhibitor][1.9 µM],-20%,-30%,-6%,?
O=C(C1CCCCN1S(=O)(=O)c1ccccc1)N1CCCCC1 (stereo unspecified),-2%,-6%,-12%,-12%,-3%,8%,6%,6%
COC(=O)CSc1nc2ccc(NC(=O)c3ccccc3C(=O)N3CCOCC3)cc2s1,5%,1%,12%,13%[10 µM],-1%,-8%,15%,5%
O=C(NC1CCCC1)C(c1ccc(Cl)cc1)N1CCOCC1 (stereo unspecified),5%,-1%,-2%,3%,3%,5%,2%,-9%
O=C(Nc1ccccc1)O/N=C(\c1ccccc1)c1ccccn1,6%,-1%,2%,-10%,-2%,0%,-1%,-6%
NC(=S)Nc1ccc2cn[nH]c2c1,-3%,-1%,nt,1%,-1%,2%,5%,4%
O=C(NCc1csc(-c2cccs2)n1)Nc1ccc(C(F)(F)F)cc1,nt,-9%,2%,-14%[10 µM],-12%,-7%,8%,-6%
CC(=O)c1cc(F)c(N2CCCC2)cc1C,-9%,6%,0%,-5%,3%,-8%,0%,-8%
CCOc1cc(CNc2ccc(S(N)(=O)=O)cc2)cc(Cl)c1OC,-21%,-12%,-4%,nt,-14%,4%,2%,-2%
CC(=C/c1ccco1)/C=N/NC(=O)c1ccncc1,nt,-10%,-8%,-12%[10 µM],-12%,-5%,4%,?
Cc1ccccc1OCC(=O)N=Nc1c(O)n(C)c2ccccc12,nt,-2%,9%,?,-11%,4%,0%,?
COc1ccccc1C(=O)N(CCC1CCCN1C)c1nc2ccccc2s1 (stereo unspecified),4%,-2%,5%,-1%[10 µM],-8%,-8%,10%,-11%
Nc1nnc(CCS(=O)(=O)c2cc(Cl)ccc2Cl)s1,-8%,-8%,14%,-35%[10 µM],-9%,8%,8%,-10%
Cc1cccc(S(=O)(=O)Nc2ccc(-c3cn4ccccc4n3)cc2)c1,-8%,8%,-8%,0%[10 µM],?,-1%,-2%,-6%
CNC(=O)COc1ccc(C=O)cc1OC,-4%,-2%,-6%,34%[10 µM],11%,-4%,-6%,5%
O=C(NC1CCCC1)C1CCCN(S(=O)(=O)c2cccc3cccnc23)C1 (stereo unspecified),-24%,9%,-2%,-11%[10 µM],-1%,3%,2%,-5%
CCCCCCCc1nc2c(=O)n(C)c3ccccc3c2o1,1%,8%,3%,14%,-2%,-11%,-15%,-6%

Of the compounds above, these contain four or more nitrogen atoms:
smiles,GAA inhib,Tau fibril FP,aGlu spleen mod,HTT cytoprotect,Tau fluor cs,GAA glycogen mod,GLA spleen mod,Tau fibril ThT
N#Cc1c(NC(=O)CN2CCN(S(=O)(=O)c3ccc4c(c3)OCCO4)CC2)sc2c1CCC2,-2%,4%,-4%,-11%,-10%,1%,5%,-1%
NC(=S)Nc1ccc2cn[nH]c2c1,-3%,-1%,nt,1%,-1%,2%,5%,4%

Other records follow:
smiles,GAA inhib,Tau fibril FP,aGlu spleen mod,HTT cytoprotect,Tau fluor cs,GAA glycogen mod,GLA spleen mod,Tau fibril ThT
COc1ccc2cnoc(=O)c2c1OC,nt,0%,11%,-10%,2%,nt,-5%,3%
O=C(O)CCCC(=O)Nc1ccc(Sc2ccc([N+](=O)[O-])cc2)cc1,-18%,0%,2%,-11%,-13%,9%,3%,-9%
COc1ccc(C(=O)NCCSc2c(C)[nH]c3ccccc23)cc1,nt,14%,nt,nt,?,-5%[76.3 µM],nt,?
Cc1ccccc1C1c2[nH]c3ccccc3c2CCN1CCCn1cccn1 (stereo unspecified),nt,-5%,-1%,-2%[10 µM],-16%,-4%,1%,-16%
COc1cccc(CNc2nc(-c3cccnc3)nc3ccccc23)c1,-6%,-14%,-2%,-3%,?,-7%,-4%,-2%
CCCCC(=O)N(CCOC)c1nnc(-c2cccnc2)s1,5%,8%,2%,-29%[10 µM],4%,9%,-12%,9%
O=C1C2C(c3ccccc3)C=CC(c3ccccc3)C2C(=O)N1CCO (stereo unspecified),-1%,3%,2%,-16%,-6%,1%,-2%,-12%
COC(=O)c1cn(CC(=O)N2CCCCC2C)c2ccccc12 (stereo unspecified),0%,-8%,1%,-25%,-9%,1%,-2%,1%
Cc1noc(C)c1S(=O)(=O)NC1CCCc2ccccc21 (stereo unspecified),-4%,-5%,-3%,-14%,-13%,0%,1%,-10%
COc1cccc(-n2nc(C(N)=O)c(O)cc2=O)c1,-5%,-5%,-1%,-15%,0%,10%,-5%,1%
Cc1c(C(=O)OCc2ccccc2)nnn1-c1nonc1N,3%,-9%,2%,-12%,-18%,-1%,9%,-2%
CCCN(CCC)C(=O)Cn1c(=O)n(-c2ccc(CC)cc2)c(=O)c2c3c(sc21)CCC3,nt,2%,nt,nt,-10%,-2%[76.3 µM],nt,-14%
O=c1cnc(-c2ccc(Cl)cc2)cn1O,-6%,12%,nt,-27%,-3%,12%,-4%,-4%
CCCOc1c(Br)cc(C2C3=C(CCCC3=O)N(CC)C3=C2C(=O)CCC3)cc1OC,?,-5%,12%,15%,-16%,-7%,?,-21%
Cc1cccc(-n2ncc3c(N4CCCC4)ncnc32)c1,-4%,10%,-10%,-159%[inhibitor][0.074 µM],4%,9%,-1%,?
CCOC(=O)c1c(NC(=S)Nc2ccccc2)sc2c1CCN(CC)C2,5%,-9%,-8%,-26%,-11%,-14%,17%,?
CCC(c1nnnn1CCc1ccccc1)N(Cc1ccco1)Cc1cc2c(C)ccc(C)c2[nH]c1=O (stereo unspecified),-9%,-13%,8%,7%[10 µM],-16%,-2%,3%,?
Cc1cccc(C(=O)NCCCN2CCCC2=O)c1,6%,-6%,-3%,-2%,-8%,-1%,6%,-5%
Cc1ccc(Cn2c(SCCN3CCOCC3)nc3c2c(=O)n(C)c(=O)n3C)cc1,-1%,5%,3%,-12%[0.074 µM],-6%,12%,-7%,-8%
CON(C)S(=O)(=O)c1ccc2c(c1)N(Cc1ccc(C)cc1)C(=O)C1CCCN21 (stereo unspecified),4%,11%,-3%,1%,1%,-5%,8%,2%
CO[C@@H]1c2cc(F)ccc2/C(=C\CCOC(=O)C/C=C/c2ccccc2)[C@H]1C,nt,?,5%,-47%,-17%,nt,8%,?
CCCc1nnc(SCC(=O)N2CCOCC2)n1Cc1ccco1,-7%,-3%,1%,7%[10 µM],5%,-1%,5%,-1%
CC(=O)Nc1nonc1-n1nnc(C(=O)NCc2ccccc2)c1C,-2%,3%,2%,0%[1.9 µM],5%,-6%,-3%,8%
CSc1ncc(CN2CCc3c([nH]c4ccccc34)C2c2cccc(C)n2)cn1 (stereo unspecified),nt,8%,2%,3%[10 µM],-23%,-5%,-6%,?
COCOc1ccc(Br)cc1C(=O)[C@H]1O[C@H]1c1cccc(OC)c1,nt,-5%[11.6 µM],1%[17.4 µM],?,-15%[11.6 µM],nt,-3%[17.5 µM],-11%[11.5 µM]
Cc1ccc(-n2nccc2-c2nn(-c3cccc(C(F)(F)F)c3)c(=O)n(C)c2=O)cc1,11%,-10%,5%,nt,-3%,7%,2%,6%
CCOc1ccccc1NC(=O)Cn1c(=O)n(-c2ccc(F)cc2)c(=O)c2sc3ccccc3c21,nt,-17%,nt,nt,8%,-11%[76.3 µM],nt,17%
O=S1(=O)CCN(Cc2cccc(Cl)c2)CC1,12%,0%,4%,-13%,2%,14%,1%,4%
O=S(=O)(Nc1ccc(Cl)c(C(F)(F)F)c1)c1cnc[nH]1,-9%,-2%,-10%,23%,0%,1%,-11%,1%
O=C(OC1CCOC1=O)c1ccc2ccccc2n1 (stereo unspecified),4%,0%,-26%,21%[10 µM],-17%,-3%,-11%,-18%
O=C(Cn1c(=O)n(Cc2ccc3c(c2)OCO3)c(=O)c2oc3ccccc3c21)Nc1ccccc1,nt,?,nt,nt,-23%,-2%[76.3 µM],nt,?
CCSc1ncc(Cl)c(C(=O)N(Cc2ccc(N(C)C)cc2)C2CCS(=O)(=O)C2)n1 (stereo unspecified),?,3%,-2%,-12%,-12%,-22%,6%,-13%
O=C(c1ccccc1)c1ccc(CN2C(=O)c3ccccc3C2=O)o1,-3%,7%,0%,3%,-2%,1%,-4%,5%
